Bioassay records deposited in PubChem by several laboratories.
PP1 counter: PP1-alpha (human) inhibition in PP5 counter-screen. P62136. purified PP1alpha, OMFP fluorescence. inhibition, % at 6.7 µM. 320,000 compounds, 0.9% hits;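 active means inhibition above the mean inhibition of all tested compounds plus 3 SD, computed separately for each screening campaign, cut at about 15% in these data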
JMJD2C inh: blocks human GASC-1 demethylase activity; GST-JMJD2C(1-420) H3K9me3 demethylation, DELFIA europium; AID 2099; 330,000 compounds, 0.069% hits; inhibition, % at 2.35 µM; Q9H3R0;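 active means more than half of a compound's replicate wells show inhibition beyond 50%, single wells judged on their own value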;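 further: signal counts dimethyl H3K9 product captured on neutravidin plate; 0% = median of DMSO wells and 100% = 0.3 times that DMSO median; strong numbers were not always called active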
Target sequence (Q9H3R0 1-420 limits assumed): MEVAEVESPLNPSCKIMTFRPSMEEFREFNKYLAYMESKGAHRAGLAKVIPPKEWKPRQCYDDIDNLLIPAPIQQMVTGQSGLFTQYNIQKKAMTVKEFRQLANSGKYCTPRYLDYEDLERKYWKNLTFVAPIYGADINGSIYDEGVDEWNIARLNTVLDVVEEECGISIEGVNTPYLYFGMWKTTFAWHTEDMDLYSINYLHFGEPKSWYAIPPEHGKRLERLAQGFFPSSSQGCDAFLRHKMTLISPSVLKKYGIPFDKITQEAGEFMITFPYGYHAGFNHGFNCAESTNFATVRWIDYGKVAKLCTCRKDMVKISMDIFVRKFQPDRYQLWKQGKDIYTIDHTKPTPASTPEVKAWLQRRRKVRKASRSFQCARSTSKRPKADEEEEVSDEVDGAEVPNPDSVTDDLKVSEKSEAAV
GRK2 inh: human GRK2 inhibition via aptamer displacement; P25098; bead flow cytometry, FAM-aptamer displacement from GRK2; inhibition of aptamer binding, % at 10 µM; 330,000 compounds, 0.59% hits;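 active means inhibition of aptamer binding above 40%, roughly 3 SD of noise, on plates passing a quality check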;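 further: median bead fluorescence of bound FAM aptamer so fluorescent compounds give negative values; no value below 0 was filed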
PP5 primary: blocks human protein phosphatase 5 activity; P53041; purified PP5c, OMFP substrate fluorescence; inhibition, % at 6.7 µM; 320,000 compounds, 0.18% hits;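 active means inhibition above the campaign's mean inhibition across all tested compounds plus 3 SD, cut at about 9.5% in these data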;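 further: 0% = DMSO only and 100% = 100 µM cantharidin control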
core dimer inh: blocks dimerization of HCV core protein; AID 1899; 300,000 compounds, 0.33% hits; inhibition, % at 5 µM; TR-FRET GST/Flag-core106 dimerization, 1536-well;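 active means inhibition above the mean of all tested compounds plus 3 SD, set per screening campaign, cut at about 45% in these data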
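System – GST-tagged and Flag-tagged HCV core protein residues 1-106 · Repeats – one well for each compound · Technique – TR-FRET 671 and 617 nm emission · Doses – one concentration, 5 µM, in 0.5% DMSO · Times – 4 h, 22.5 °C incubation · Also added – Eu donor and XL665 acceptor anti-tag antibodies · Measure – percent inhibition of core106 dimerization signal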
procasp7 counter: counter-screen: procaspase-7 (human) activation; recombinant procaspase-7, Ac-DEVD-pNA absorbance 405 nm; D23A/D198A/D206A triple mutant, cannot self-cleave; scale: DMSO 0, 5 µM enzyme 100; activation, % at 8.5 µM; 330,000 compounds, 0.093% hits; AID 463210;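 active means percent activation above the screen-wide mean plus 3 SD, cut at about 25% in these data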
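Material: Procaspase-7 triple mutant (PC-7 D3A) | Quantity: 2 µM procaspase-7 mutant as dispensed | Reagent: DEVD-pNA substrate | Times: 1 h preincubation, 2 h reaction | Technique: 405 nm absorbance of p-nitroaniline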
CTSL1 counter: counter-screen for PFM18AAP inhibitors: inhibitors of F. hepatica cathepsin L1; inhibition, % at 5.96 µM; recombinant F. hepatica cathepsin L1, Z-Leu-Arg-MCA fluorescence; 300,000 compounds, 0.49% hits; AID 1906;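 active means inhibition above the mean of all tested compounds plus 3 SD, set per screening campaign, cut at about 17% in these data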;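 further: 0% = plate median of test compound wells and 100% = 1 µM Z-Phe-Ala-diazomethylketone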
proCasp3 act: procaspase-3 (human) activation | P42574 | recombinant procaspase-3 D3A, Ac-DEVD-pNA absorbance 405 nm | activation, % at 8.5 µM | 330,000 compounds, 0.11% hits;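 active means activation above the mean of all tested compounds plus 3 SD, cut at about 21% in these data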;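 further: 0% = DMSO alone and 100% = DMSO wells spiked with extra 5 µM PC-3 D3A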
Target sequence (P42574 whole entry D9A/D28A/D175A): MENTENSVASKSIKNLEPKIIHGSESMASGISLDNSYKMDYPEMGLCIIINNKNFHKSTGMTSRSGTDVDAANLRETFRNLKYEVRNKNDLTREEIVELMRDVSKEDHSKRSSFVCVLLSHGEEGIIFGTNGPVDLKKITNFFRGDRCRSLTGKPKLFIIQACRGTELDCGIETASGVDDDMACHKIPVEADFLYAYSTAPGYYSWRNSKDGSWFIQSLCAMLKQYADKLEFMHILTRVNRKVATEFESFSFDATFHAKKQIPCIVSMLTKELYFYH
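Assay system: Procaspase-3 D3A mutant, all three cleavage aspartates alanine. Buffer or medium: Zinc-free HEPES saline buffer with Triton X-100. Times: 1 h compound preincubation, 2 h substrate hydrolysis at 25 °C. Measured by: 405 nm absorbance of p-nitroaniline, reads at 0 and 120 min. Read-out basis: percent activation relative to control range. Replicates: singlicate.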
VLA-4 inh: inhibition in a human VLA-4 binding assay | VLA-4 expressing cells, ligand binding flow cytometry | inhibition, % (about 7 µM as worked out from the volumes in the protocol) | 330,000 compounds, 0.2% hits | AID 2557; in the data active means inhibition above about 50%
* hit, by the source's call; x = not tested or not shown; & = joins results of further samples.

1	CCn1cc(C(=O)NN)c(=O)c2cc(F)c(N3CCOCC3)cc21
2	CC(=NNC(=O)c1cccc(S(=O)(=O)N2CCOCC2)c1)c1ccccc1
3	CCOC(=O)Nc1cc(OC)c(OC)cc1Cc1nccc2cc(OC)c(OC)cc12
4	CC(c1n[nH]c(=S)n1-c1ccc(F)cc1)N1CCCCC1 (configuration not stated)
5	O=C(O)c1ccccc1NC(=S)NC(=O)c1sc2ccccc2c1Cl

Screen / compound no.,1,2,3,4,5
PP1 counter,0,x,-6,-1,2
JMJD2C inh,-23,-5,7,13,2
GRK2 inh,1,0,0,2,1
PP5 primary,1.6,x,-0.6,0.8,0.6
core dimer inh,2,x,-1,-4,2
procasp7 counter,17,-4,5,6,-16
CTSL1 counter,-4,x,4,-2,5
proCasp3 act,1,-1,-3,0,-6
VLA-4 inh,-5,34,8,-7,6

In the list so far, two have four or more nitrogen atoms:
1	CCn1cc(C(=O)NN)c(=O)c2cc(F)c(N3CCOCC3)cc21
4	CC(c1n[nH]c(=S)n1-c1ccc(F)cc1)N1CCCCC1 (configuration not stated)

Screen / compound no.,1,4
PP1 counter,0,-1
JMJD2C inh,-23,13
GRK2 inh,1,2
PP5 primary,1.6,0.8
core dimer inh,2,-4
procasp7 counter,17,6
CTSL1 counter,-4,-2
proCasp3 act,1,0
VLA-4 inh,-5,-7

(next part)
6	CN(C)CCCN(CCCN(C)C)C(=S)Nc1ccc(S(=O)(=O)N2CCOCC2)cc1
7	CCN(CC)S(=O)(=O)c1ccc(O)c(C(=O)OCC(=O)NC23CC4CC(CC(C4)C2)C3)c1
8	Oc1ccc2ccccc2c1/C=N/c1nc2c(s1)CCCC2
9	O=C(NCc1ccc(Cl)cc1)c1ccccc1CCc1ccccc1
10	CCc1nc(SCC(=O)Nc2ccc(C(=O)O)cc2)n[nH]1

Screen / compound no.,6,7,8,9,10
PP1 counter,-6,x,2,2,-1
JMJD2C inh,4,4,8,3,-7
GRK2 inh,1,0,4,0,0
PP5 primary,0.9,x,0.4,0.5,-0.1
core dimer inh,-2,x,10,-1,3
procasp7 counter,4,9,-6,6,4
CTSL1 counter,-3,x,-4,3,6
proCasp3 act,-9,-3,-9,-1,8
VLA-4 inh,1,-12,5,2,5

11	CC(C)c1cccc(C(C)C)c1NC(=O)CNCc1ccccc1F
12	CCn1c(C)[n+](CC)c2ccc(S(=O)(=O)N(C)C)cc21
13	COCc1cc(C)nc(SCC(=O)Nc2cc3c(cc2C#N)OCO3)c1C#N
14	O=C(CSc1nnc(Cc2ccccc2)o1)NCCN1C(=O)CSC1=O
15	O=C1NCCCC1C(=O)N1CCCCC1 (configuration not stated)

Screen / compound no.,11,12,13,14,15
PP1 counter,2,-4,1,1,-2
JMJD2C inh,-6,-7,-53,-10&2,0
GRK2 inh,0,0,0,2,0
PP5 primary,0.8,-8.3,-8.2,1.8,-1.3
core dimer inh,-6,-2,0,-12,-5
procasp7 counter,-15,-13,-7,-11,2
CTSL1 counter,5,10,10,-2,0
proCasp3 act,2,-3,-2,9,-11
VLA-4 inh,-2,9,-7,2,-7

16	Cc1nn(C)cc1CNC(=O)/C=C/c1cnn(C)c1
17	COCCNC(=O)C12CC3CC(CC(Cl)(C3)C1)C2
18	O=C(O)CC(NC(=O)c1cccc([N+](=O)[O-])c1)c1ccc2c(c1)OCO2 (configuration not stated)
19	Cc1ccc(SCc2ccc(C(=O)N3CCCC3)cc2)cc1
20	O=C(N/N=C/c1cccn1-c1cccc(C(=O)O)c1)Nc1ccccc1

Screen / compound no.,16,17,18,19,20
PP1 counter,-2,1,-3,4,1
JMJD2C inh,3,37,-2,-6,-7
GRK2 inh,1,2,7,0,24
PP5 primary,-1.8,2.6,-1.1,-2.0,0.8
core dimer inh,0,-8,-10,0,-8
procasp7 counter,1,9,3,-4,-11
CTSL1 counter,2,-2,7,-1,4
proCasp3 act,-2,-3,5,-2,3
VLA-4 inh,-17,-1,21,19,4

21	CC(C)(C)CC(C)(C)NC(=O)c1ccccc1
22	N#CC1C(C#N)N2CCCN2C1c1ccc(Cl)cc1 (configuration not stated)
23	N#Cc1cn(OCc2ccccc2)c(=O)[nH]c1=O
24	COc1ccc(Cl)cc1NS(=O)(=O)c1cccc(C(=O)NCC(C)(C)N2CCOCC2)c1
25	CCOC(=O)c1c(C)[nH]c(C)c1C(=O)COC(=O)c1ccc([N+](=O)[O-])s1

Screen / compound no.,21,22,23,24,25
PP1 counter,-5,-4,-2,-3,-1
JMJD2C inh,-2,2,5,15,-8
GRK2 inh,2,0,0,0,3
PP5 primary,-2.1,-1.2,0.4,-0.9,4.6
core dimer inh,0,5,-1,x,x
procasp7 counter,0,5,4,3,11
CTSL1 counter,-1,0,-3,x,x
proCasp3 act,3,11,7,-3,-3
VLA-4 inh,-12,13,-6,9,-7

In the list so far, these have fluorine:
1	CCn1cc(C(=O)NN)c(=O)c2cc(F)c(N3CCOCC3)cc21
4	CC(c1n[nH]c(=S)n1-c1ccc(F)cc1)N1CCCCC1 (configuration not stated)
11	CC(C)c1cccc(C(C)C)c1NC(=O)CNCc1ccccc1F

Screen / compound no.,1,4,11
PP1 counter,0,-1,2
JMJD2C inh,-23,13,-6
GRK2 inh,1,2,0
PP5 primary,1.6,0.8,0.8
core dimer inh,2,-4,-6
procasp7 counter,17,6,-15
CTSL1 counter,-4,-2,5
proCasp3 act,1,0,2
VLA-4 inh,-5,-7,-2

Next part
26	COC(CNC(=O)CCc1c(C)nc2c(-c3ccc(F)cc3)c(C)nn2c1C)OC
27	Cc1noc(C)c1CSCC(=O)Nc1ccc(S(C)(=O)=O)cc1
28	COc1ccc(-c2cc(C(F)(F)F)nc(SCC(=O)NCCCN3CCOCC3)n2)cc1
29	CSc1ccc(OC2CCCCC2NS(=O)(=O)c2ccccc2)cc1 (configuration not stated)
30	COn1c(=O)c(-c2cccs2)[n+]([O-])c2ccccc21

Screen / compound no.,26,27,28,29,30
PP1 counter,-4,-4,0,-1,0
JMJD2C inh,-19,3,-4,3,-163
GRK2 inh,0,0,0,0,0
PP5 primary,1.7,1.0,2.3,3.5,2.8
core dimer inh,4,x,-2,-6,-6
procasp7 counter,5,-7,3,-2,4
CTSL1 counter,-1,x,0,3,-5
proCasp3 act,-8,-2,9,-2,-13
VLA-4 inh,9,-1,-5,13,-28

31	O=C(NCCc1ccccc1)C1CCC(CNc2nc(=S)[nH]c3ccccc23)CC1 (configuration not stated)
32	COc1ccccc1N1CC(C(=O)Nc2ccc(S(=O)(=O)N3CCCC3)cc2)CC1=O (configuration not stated)
33	COc1cccc(NC(=O)c2sc(NC(=O)c3ccncc3)nc2C)c1
34	CCOC(=O)CCNC(=O)N1CCCC(C(=O)c2ccccc2SC)C1 (configuration not stated)
35	Cc1ccc(C)c(N2CCN(C(=O)CC3Sc4ccccc4NC3=O)CC2)c1 (configuration not stated)

Screen / compound no.,31,32,33,34,35
PP1 counter,-3,x,-2,0,8
JMJD2C inh,-4,-4,7,8,3
GRK2 inh,3,0,1,0,0
PP5 primary,-1.3,x,-1.1,2.3,3.4
core dimer inh,4,x,1,2,-8
procasp7 counter,4,17,7,0,4
CTSL1 counter,-3,x,0,1,-37
proCasp3 act,1,3,1,3,-5
VLA-4 inh,-5,1,8,-1,-4

36	Cc1ccc(C(=O)Nc2ccc(N3CCCCC3)cc2)cc1
37	CCOC(=O)c1c(C)[nH]c(C(=O)OCC(=O)Nc2cccnc2Cl)c1C
38	Cc1cnc(NC(=O)C2COc3ccccc3O2)s1 (configuration not stated)
39	Cc1nn(-c2ccccc2)c(N)c1-c1ccccc1
40	CCCCc1nnc(NC(=O)c2ccc(N3CCCC3=O)cc2)s1

Screen / compound no.,36,37,38,39,40
PP1 counter,x,-4,-2,-1,-3
JMJD2C inh,x,7,-7,-16,22
GRK2 inh,5,0,0,0,0
PP5 primary,x,1.4,-1.3,-0.4,0.3
core dimer inh,x,1,2,-4,7
procasp7 counter,12,7,3,1,3
CTSL1 counter,x,3,-1,3,6
proCasp3 act,2,-6,4,-4,-2
VLA-4 inh,7,3,-306,0,10

41	COc1ccc(-c2nc(N)nc(C(F)(F)F)c2-c2cscn2)c(O)c1
42	O[C@@H]1C2CCCC1[C@]1(O)CCCCC1C2 (some centres not stated)
43	OC(CN1CCOCC1)Cn1c(-c2cccc(Cl)c2)nc2ccccc21 (configuration not stated)
44	O=S(=O)(Nc1ccc(-c2nc3cccnc3s2)cc1)c1ccc(Cl)s1
45	CCOc1ccccc1N1CCN(S(=O)(=O)c2cccc3nsnc23)CC1
46	O=C(C1=C[C@@H](c2ccc(C(F)(F)F)cc2)C[C@@H](OCCCCO)O1)N1CCN(Cc2ccc3c(c2)OCO3)CC1
47	COCCn1cnc2c1c(=O)n(CC(=O)NN)c(=O)n2Cc1ccccc1

Screen / compound no.,41,42,43,44,45,46,47
PP1 counter,-4,-2,-3,-2,-3,0,-2
JMJD2C inh,-2,-4,-6,1,2,1,-2
GRK2 inh,0,0,0,0,1,2,1
PP5 primary,0.4,0.4,-2.3,-1.6,-0.2,6.4,1.6
core dimer inh,-2,-5,0,22,0,-13,6
procasp7 counter,8,7,4,15,4,-3,4
CTSL1 counter,4,0,-1,3,1,2,1
proCasp3 act,4,-2,-7,12,2,-1,0
VLA-4 inh,-1,9,-1,-20,4,-9,4
